# Compound activity deposited in PubChem by National Center for Advancing Translational Sciences (NCATS).
# PI4K2A block: inhibitors of human PI4K2A | Q9BTU6 | purified PI4K2A, ADP-Glo luminescence, 1 h; stronger effect = lower value | activity change, negative = inhibition, % at 76.9 µM | actives 0.13% (n = 420,000) | AID 1346378; in the data active = activity change below about -50%; inconclusive = mostly about -30% to -49%;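 note: -100% = wells without enzyme as full effect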
#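 PI4K2A activity was measured by ADP-Glo luminescence: enzyme (4 ug/mL stock) and phosphatidylinositol (1.2 mM stock) in Tris pH 7.5/MgCl2/EGTA/Triton X-100 buffer were reacted with ATP (300 microM stock) for one hour at ambient temperature.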
# GLS inhibitor: inhibitors of human glutaminase (GLS) | GLS enzymatic activity, qHTS titration | O94925 | Potency, µM (doses to about 45.5 µM), inactives show at the top dose activity change, negative = inhibition, actives largely listed as inhibitors | AID 624170 | actives 0.21% (n = 410,000); note: potency is the fitted concentration of half-maximal effect; % is set by controls: 0 for no effect and ±100 for the full control effect
#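 Enzyme dispensed in phosphate buffer (45 mM, pH 8.2, 0.02% Tween-20), compounds pinned in, then 1 mM L-glutamine solution and the glutamate oxidase–HRP–Amplex Red mix added; fluorescence read immediately and again after 30 min at room temperature.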
# Pin1 inhibitor: inhibitors of human Pin1; Pin1 FP peptide displacement, HiFluor488, 10 min; Potency, µM (top dose mostly 115 µM), without a hit: top-dose activity, negative = inhibition, hits mostly inhibitors; actives 0.009% (n = 390,000); Q13526; active = well fitted inhibition curve with a large enough effect in the polarisation, with a control signal flat, not every such curve was filed as active; inconclusive = small, poorly fitted or top-dose-only effect, or effect the other way, or a change in a side signal; inactive = no such curve, though single readings can be large or run the other way; the % refers to the polarisation; note: potency is the fitted concentration of half-maximal effect; % is set by controls: 0 for no effect and ±100 for the full control effect
# G9a block: blocks human histone lysine methyltransferase G9a; AID 504332; actives 8.8% (n = 350,000); Potency, µM (doses to about 102 µM), without a hit: top-dose activity, negative = inhibition, hits mostly inhibitors; G9a H3K9 monomethylation, AlphaScreen, 2 h; Q96KQ7; note: potency is the fitted concentration of half-maximal effect; % is set by controls: 0 for no effect and ±100 for the full control effect; nearly all actives have a fitted effect of over 75% in size
#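 Signal arises when biotinylated H3K9 peptide, once monomethylated, bridges streptavidin donor and antibody-captured acceptor beads. Enzyme at 20 nM was preincubated 15 min with test compounds; peptide 500 nM and SAM 20 uM then reacted for 2 h.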
# POLH inh: blocks human DNA polymerase eta activity; Q9Y253; recombinant Pol eta, fluorescent DNA replication assay; Potency, µM (titrated, usually from 114 µM), inactives show at the top dose activity change, negative = inhibition, actives largely listed as inhibitors; actives 1.2% (n = 390,000); AID 588591; note: potency is the fitted concentration of half-maximal effect; % is set by controls: 0 for no effect and ±100 for the full control effect
#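 Pol eta (10 nM) was preincubated with compounds for 15 min at room temperature, after which fluorescent replication substrate (50 nM final) was added to start the reaction. Fluorescence was read kinetically at 0 and 10 min.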
# BAZ2B block: BAZ2B (human) inhibition. Q9UIF8. AlphaScreen BAZ2B-H3K14Ac peptide displacement. Potency, µM (titrated, usually from 114 µM), inactives show top-dose activity change, negative = inhibition, actives largely listed as inhibitors. actives 4.4% (n = 360,000). AID 504333; note: potency is the fitted concentration of half-maximal effect; % is set by controls: 0 for no effect and ±100 for the full control effect; nearly all actives have a fitted effect of over 60% in size
#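 Compounds, titrated to a top concentration of 110 uM, were incubated 30 min at room temperature with preformed BAZ2B/acetyl-K14 H3 peptide complex (50 nM each). Proximity signal was measured by AlphaScreen after 20 min with beads.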
# JMJD2A Tudor: blocks the human JMJD2A Tudor domain | O75164 | AlphaScreen JMJD2A-Tudor / H3K4me3 peptide binding | Potency, µM (top dose mostly 114 µM), for inactives: top-dose activity change, negative = inhibition, hits mostly inhibitors | actives 4.4% (n = 390,000) | AID 504339; note: potency is the fitted concentration of half-maximal effect; % is set by controls: 0 for no effect and ±100 for the full control effect; nearly all actives have a fitted effect of over 50% in size
# Target sequence (O75164 whole entry, looked up, the tested form may be a part): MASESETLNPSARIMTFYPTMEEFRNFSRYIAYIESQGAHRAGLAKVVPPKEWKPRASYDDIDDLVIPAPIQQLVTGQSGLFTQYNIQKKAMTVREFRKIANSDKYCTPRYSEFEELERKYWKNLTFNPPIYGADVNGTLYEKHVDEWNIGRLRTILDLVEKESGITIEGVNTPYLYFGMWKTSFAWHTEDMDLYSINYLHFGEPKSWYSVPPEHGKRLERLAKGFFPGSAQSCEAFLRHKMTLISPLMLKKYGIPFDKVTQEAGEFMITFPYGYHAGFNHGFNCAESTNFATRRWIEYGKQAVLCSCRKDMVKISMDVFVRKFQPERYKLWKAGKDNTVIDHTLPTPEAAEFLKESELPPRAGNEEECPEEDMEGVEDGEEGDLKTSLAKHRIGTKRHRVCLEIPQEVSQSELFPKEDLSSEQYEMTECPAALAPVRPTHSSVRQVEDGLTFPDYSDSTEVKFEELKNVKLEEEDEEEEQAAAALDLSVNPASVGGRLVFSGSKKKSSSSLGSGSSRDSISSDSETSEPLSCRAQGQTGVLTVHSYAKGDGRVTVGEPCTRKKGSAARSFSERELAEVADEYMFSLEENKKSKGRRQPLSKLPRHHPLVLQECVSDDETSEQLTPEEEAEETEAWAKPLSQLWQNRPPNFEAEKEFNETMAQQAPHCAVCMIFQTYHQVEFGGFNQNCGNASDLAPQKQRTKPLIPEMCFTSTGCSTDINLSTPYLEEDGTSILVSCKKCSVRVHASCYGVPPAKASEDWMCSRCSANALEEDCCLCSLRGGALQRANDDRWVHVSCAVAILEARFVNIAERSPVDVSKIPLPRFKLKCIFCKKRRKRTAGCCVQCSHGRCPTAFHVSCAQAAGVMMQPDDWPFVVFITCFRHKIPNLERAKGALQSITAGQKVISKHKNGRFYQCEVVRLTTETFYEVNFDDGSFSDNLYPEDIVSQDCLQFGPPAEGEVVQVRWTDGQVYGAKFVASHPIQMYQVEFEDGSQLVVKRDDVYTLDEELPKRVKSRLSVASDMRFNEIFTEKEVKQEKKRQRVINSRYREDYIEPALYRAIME
# PGK inhibitor: inhibitors of T. brucei phosphoglycerate kinase. P07378. PGK/GAPDH coupled, Kinase-Glo luminescence, 60 min. Potency, µM (highest dose often 57.5 µM), inactives show at the top dose activity change, negative = inhibition, actives largely listed as inhibitors. actives 0.043% (n = 380,000). AID 602233; note: potency is the fitted concentration of half-maximal effect; % is set by controls: 0 for no effect and ±100 for the full control effect; nearly all actives have a fitted effect of over 60% in size
#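 Luminescent ATP detection (Kinase-Glo Plus) follows a 60-minute room-temperature incubation, with wells lacking PGK as controls. Buffer: 100 mM TEA (pH 7.6), 5 mM MgCl2, 0.01% Tween-20. Coupling enzyme GAPDH (100 nM final) supplies unstable 1,3-BPG in-well.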
# HP1b binding inh: inhibitors of HP1-beta chromodomain binding to methylated histone tails. AlphaScreen HP1-beta / biotin-H3K9me3 peptide binding. Potency, µM (doses to about 114 µM), for the others: at the top dose activity change, negative = inhibition, usual class: inhibitors. actives 0.56% (n = 390,000); note: potency is the fitted concentration of half-maximal effect; nearly all actives have a fitted effect of over 70% in size; inactives centre near 23
#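 AlphaScreen: HP1-beta (50 nM) preformed 30 min with biotin-H3(1-18)K9me3 peptide (50 nM) in PBS pH 7.4, 0.01% Tween-20. Compound added for 30 min at RT, then streptavidin donor/nickel chelate acceptor beads (10 ug/mL) for 30 min.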
# The depositor's hits bear a star; i = inactive; ? = inconclusive; / = not tested or not shown; & = joins results of further samples; [ ] = remark or other dose. Unless noted, calls come from the whole dose curve; as a rule, active = well fitted curve in the direction sought with a large enough effect; inconclusive = small, poorly fitted or top-dose-only effect, or another doubt; inactive = no such curve, though single readings can be large; an effect the other way counts as inactive or inconclusive.
no. | SMILES | PI4K2A block | GLS inhibitor | Pin1 inhibitor | G9a block | POLH inh
1 | CCn1c(SCC(=O)Nc2ccccc2C(=O)OC)nnc1-c1ccc(N)cc1 | -4 | -13% | -8% | 45µM* | -8%
2 | O=C(CSc1nnc(CNC(=O)c2c(F)cccc2Cl)o1)NCCc1ccccc1 | 4 | -22% | -3% | 22% | -3%
3 | Cc1cccc(C)c1N1CCN(S(=O)(=O)N(C)C)CC1 | 1 | -8% | ? | 22% | -13%
4 | COc1ccc(S(=O)(=O)N(C)C[C@@H]2OCc3cn(nn3)CCCC(=O)N([C@@H](C)CO)C[C@H]2C)cc1 | -3 | -1% | / | / | -15%
5 | COC(=O)C1=C(C)NC(=S)N(C(C)=O)C1c1ccccc1 (stereo not drawn) | -2 | 29% | -11% | ? | -12%
6 | COC(=O)CN(c1nc(C)cc(OC)n1)S(=O)(=O)c1ccccc1 | -5 | 3% | 3% | 1%[59 µM] | -16%
7 | Cc1ccc(NC2CCCN(C(=O)CCn3nccc3C)C2)cc1C (stereo not drawn) | 0 | 2% | -7% | -37% | -19%
8 | CC1Oc2ccccc2N(CC(=O)NCc2ccccc2)C1=O (stereo not drawn) | -6 | 3% | -3% | 9% | -6%
9 | CCCOc1ccc(S(=O)(=O)Nc2ccccn2)c2ccccc12 | -1 | 3% | 2% | 8% | 3%
10 | CCC1(CC)NC(=O)N(CC(=O)OCC(=O)NC(=O)c2ccccc2OC)C1=O | -1 | 1% | -4% | -11% | -2%
11 | CCN1C(=O)[C@@H]2[C@H](C1=O)[C@@H]1C(=O)Nc3ccccc3C(=O)N1[C@@H]2c1ccc(Br)cc1 | -1 | -3% | -10% | -8%[2.33 µM] | -12%
12 | CC(/C=C/c1cccc([N+](=O)[O-])c1)=N/NC(=O)c1cccnc1 | 11 | 5% | 6% | 6%[59 µM] | -17%

no. | BAZ2B block | JMJD2A Tudor | PGK inhibitor | HP1b binding inh
1 | 3% | -8% | 2% | 9%
2 | -11% | -3% | i | 34%
3 | 0% | -3% | -5% | 43%[activator]
4 | / | / | -8% | /
5 | 8% | -17% | 11% | 33%
6 | 5% | 2% | -2% | 42%[activator]
7 | -21% | -19% | -7% | 22%
8 | -7% | -14% | -3% | 40%[activator]
9 | 0% | 0% | -5% | 23%
10 | 9% | -14% | -1% | -6%
11 | 9% | -23% | -4% | 32%
12 | 8% | 10% | -8% | 10%

# From entry 1 as far as 2, copied from above:
no. | SMILES | PI4K2A block | GLS inhibitor | Pin1 inhibitor | G9a block | POLH inh
1 | CCn1c(SCC(=O)Nc2ccccc2C(=O)OC)nnc1-c1ccc(N)cc1 | -4 | -13% | -8% | 45µM* | -8%
2 | O=C(CSc1nnc(CNC(=O)c2c(F)cccc2Cl)o1)NCCc1ccccc1 | 4 | -22% | -3% | 22% | -3%

no. | BAZ2B block | JMJD2A Tudor | PGK inhibitor | HP1b binding inh
1 | 3% | -8% | 2% | 9%
2 | -11% | -3% | i | 34%

# Other records:
no. | SMILES | PI4K2A block | GLS inhibitor | Pin1 inhibitor | G9a block | POLH inh
13 | C=CC(N)CCC(=O)O (stereo not drawn) | 0 | -12% | / | ? | -4%[57.1 µM]
14 | CCOC(=O)c1c2n(c3c(NCc4ccccc4)ncnc13)CCCC2 | -9 | -3% | 0% | 10%[59 µM] | -9%
15 | O=C1N/C(=N/O)S/C1=C/c1cccnc1 | 0 | 40%[activator] | -1% | / | 5%
16 | CCOC(=O)Cn1nc(C)c(NC(=O)COc2ccc(C)c(C)c2)c1C | -14&-2 | 1%&-6% | 2%&-2% | -8%[12.7 µM] | -22%
17 | CC(NC(=O)c1ccc(F)cc1)C1CC2CCC1C2 (stereo not drawn) | 0 | 0% | -10% | 1% | -3%
18 | NS(=O)(=O)c1ccc(CCNC(=O)C(=O)NCC2OCCN2S(=O)(=O)c2cc(F)ccc2F)cc1 (stereo not drawn) | -9 | -1% | 5% | / | 2%
19 | O=C(CSc1nnc(COc2ccc3c(c2)CCCC3)o1)Nc1ccc(F)cc1 | -4 | -3% | -7% | -33%[59 µM] | -9%
20 | Cc1ccc(C)c(S(=O)(=O)NC(Cc2c[nH]c3ccccc23)C(=O)O)c1 (stereo not drawn) | -1 | 4% | -11% | 1% | -14%
21 | O=C(O)CC(c1ccc(C(F)(F)F)cc1)N1Cc2ccccc2C1=O (stereo not drawn) | -1 | 0% | -1% | -4%[2.33 µM] | -2%
22 | CC(C)/C=C/C(=O)N1CCC(N2CCC(C(=O)NCC3CCCO3)CC2)CC1 (stereo not drawn) | -3 | 0% | / | / | -3%
23 | COc1ccc(-c2nc3c4ccccc4n(CC(=O)N4CCN(c5ccccc5F)CC4)c(=O)n3n2)cc1 | 1 | 1% | -3% | 5%[59 µM] | -7%
24 | COc1ccccc1N1CCN(C(=O)c2ccccc2NC(=O)C2CCCCC2C(=O)O)CC1 (stereo not drawn) | -1 | 19% | 3% | 32%[59 µM] | -2%

no. | BAZ2B block | JMJD2A Tudor | PGK inhibitor | HP1b binding inh
13 | / | / | / | /
14 | ? | ? | -9% | 25%
15 | ? | -14% | -3% | 0%
16 | 1%&-15% | -8%&-9% | -9% | 36%&17%
17 | 2% | -3% | 7% | 17%
18 | 12% | -4% | 0% | 24%
19 | -2% | -9% | / | 12%
20 | 2% | -3% | i | 16%
21 | 4% | -9% | / | 70%[activator]
22 | / | / | -5% | /
23 | -3% | -7% | 5% | 15%
24 | -31% | -11% | -1% | 18%

# Next part
no. | SMILES | PI4K2A block | GLS inhibitor | Pin1 inhibitor | G9a block | POLH inh
25 | O=C(O)COc1ccccc1/C=N/NC(=O)CNC(=O)c1ccc(F)cc1 | -4 | 37%[activator] | 0% | / | -37%
26 | CC(/C=C1\SC(=S)N(NS(=O)(=O)c2ccccc2)C1=O)=C\c1ccccc1 | -6 | 0% | ? | 16µM* | 79µM*
27 | Cc1cccc(NNC(=O)C(=O)NNc2cccc(C)c2)c1 | -2 | 67%[activator] | 7% | ? | -17%
28 | COc1ccc(-c2[nH]ncc2CNC(C)c2cn(C)nc2C)c(F)c1 (stereo not drawn) | -3 | 0% | 2% | -4% | -4%
29 | Cc1ccc(/C=N/NC(=O)c2ccc(-c3ccccc3)cc2)o1 | -1 | -5% | 0% | 21% | -8%
30 | CN(C(=O)COC(=O)c1sc2ccccc2c1Cl)C1CCCCC1 | 5 | 17% | -5% | 19% | -14%
31 | O=C(Nn1cnnc1)c1cc2c(s1)CCCC2 | 3 | -8% | -2% | -47%[12.7 µM] | -4%
32 | O=S(=O)(c1ccccc1)c1nnn2c1nc(NCc1ccccc1)c1cc(Cl)ccc12 | 0 | 9% | -1% | 1%[59 µM] | -8%
33 | CN1CCN(c2ccccc2NS(=O)(=O)c2ccc3c(c2)CCN3C(=O)C2CCC2)CC1 | 9 | 28% | -2% | / | -8%
34 | COc1nnc(-c2ccc(N3CCCCC3)c(NC(=O)COc3ccccc3)c2)c2ccccc12 | 7 | -7% | -4% | / | -9%
35 | Brc1ccc2nc(N3CCCC3)sc2c1 | -13 | 5% | -10% | 5% | -13%
36 | O=C(CNC(=S)N(Cc1ccccc1)Cc1cccnc1)NC1CCCC1 | -1 | 6% | -3% | 2% | -8%

no. | BAZ2B block | JMJD2A Tudor | PGK inhibitor | HP1b binding inh
25 | ? | -7%[11.4 µM] | -3% | -8%
26 | 45µM* | ? | -6% | -20%
27 | -12% | 1% | -9% | 31%
28 | 1% | -19% | -3% | 66%[activator]
29 | 2% | -21% | i | 9%
30 | -5% | 1% | 0% | 60%[activator]
31 | -5% | -17% | -1% | 29%
32 | 11% | -11% | -8% | 16%
33 | / | -11%[11.4 µM] | -3% | 10%
34 | / | 3%[11.4 µM] | -1% | 36%
35 | / | 5% | -12% | 30%
36 | 9% | -7% | 3% | 21%

# Continuation.
no. | SMILES | PI4K2A block | GLS inhibitor | Pin1 inhibitor | G9a block | POLH inh
37 | CN(C)C(=O)CCc1ccc2c3c([nH]c2c1)[C@]1(C)[C@@H](C(=O)N2CCOCC2)C[C@H](CC(=O)NCCCn2ccnc2)C(=O)N1CC3 | -1 | -5% | 0% | / | -21%
38 | O=C(Nc1ccc(N2CCN(Cc3ccccc3)CC2)cc1)c1ccco1 | 27 | 36% | -3% | 79µM* | -12%
39 | O=[N+]([O-])c1ccc(-c2nc(NCc3cccnc3)c3ccccc3n2)cc1 | 6 | -7% | 2% | -29% | -11%
40 | COCCNC(=S)Nc1cccc2cnccc12 | -9 | 13% | -1% | 50µM* | -2%

no. | BAZ2B block | JMJD2A Tudor | PGK inhibitor | HP1b binding inh
37 | / | -13% | 10% | 52%[activator]
38 | -32% | ? | -1% | -15%
39 | -11% | 4% | -3% | 45%[activator]
40 | -6% | -6% | 4% | 31%

# Part of the list above in order of length of the SMILES, highest first.
no. | SMILES | PI4K2A block | GLS inhibitor | Pin1 inhibitor | G9a block | POLH inh
39 | O=[N+]([O-])c1ccc(-c2nc(NCc3cccnc3)c3ccccc3n2)cc1 | 6 | -7% | 2% | -29% | -11%
38 | O=C(Nc1ccc(N2CCN(Cc3ccccc3)CC2)cc1)c1ccco1 | 27 | 36% | -3% | 79µM* | -12%
40 | COCCNC(=S)Nc1cccc2cnccc12 | -9 | 13% | -1% | 50µM* | -2%

no. | BAZ2B block | JMJD2A Tudor | PGK inhibitor | HP1b binding inh
39 | -11% | 4% | -3% | 45%[activator]
38 | -32% | ? | -1% | -15%
40 | -6% | -6% | 4% | 31%

# A portion of the library, so the mix of outcomes need not match the whole.
